From PubChem BioAssay
Growth percent in the NCI-60 one-dose screen (48 h, 10 µM unless noted): 100 = growth as untreated, 0 = no growth, -100 = all killed.
SK-MEL-28: SK-MEL-28 melanoma. 81,000 compounds, 4.1% hits. AID 1794761
A549/ATCC: A549/ATCC NSCLC; 81,000 compounds, 3.7% hits; AID 1794740
HOP-92: HOP-92 NSCLC cells; AID 1794738; 71,000 compounds, 6.3% hits
EKVX: EKVX NSCLC | 71,000 compounds, 3% hits | AID 1794765
UACC-62: UACC-62 melanoma. 81,000 compounds, 5.4% hits. AID 1794756
SK-MEL-5: SK-MEL-5 melanoma; 80,000 compounds, 6.4% hits
M14: M14 melanoma; 80,000 compounds, 6.2% hits; AID 1794745
UACC-257: UACC-257 melanoma; 78,000 compounds, 4.4% hits
* = called active by the depositor; nt = no result given; & = joins results of further samples. Rule for the calls: active = growth percent below 10; inactive = the rest. This is a random part of the collection. Share with any hit: about 9.8%.

SMILES	SK-MEL-28	A549/ATCC	HOP-92	EKVX	UACC-62	SK-MEL-5	M14	UACC-257
Cc1ccc(C(=O)NN2C(=O)CSC2c2cccc([N+](=O)[O-])c2)cn1 (stereo not drawn)	124	93	81	99	98	104	96	76
CC1=C(O)C(=O)CC1	100	89	nt	96	110	100	105	97
COc1ccc(C(=O)CN2C(=O)NC(c3ccccc3)(c3ccccc3)C2=O)cc1	103	103	71	99	99	100	103	99
CC(C)c1ccc(\C=N/N=C(N)/C(N)=N\N=C/c2ccc(C(C)C)cc2)cc1	112	87	102	82	89	74	105	83
C=CC(C)(C)[C@@]12Nc3c(ccc4c3C=CC(C)(C)O4)[C@]1(O)C[C@H]1C(=O)N3CCC[C@@]3(O)C(=O)N12	99	100	98	102	98	96	105	102
CSCC[C@@H]1C(=O)N(C)[C@H](C(C)(C)C)N1C(=O)c1ccccc1	107	101	108	102	101	106	105	100
CCc1ccc(C(=O)/C=C/c2ccc(N(C)C)cc2)cc1	106	101	101	nt	98	109	116	105
N#CC1C(=O)NC(c2ccccc2[N+](=O)[O-])c2sc3c(F)cccc3c21 (stereo not drawn)	111	47	83	65	9.5*	75	93	-37*
O=C(Nc1ccc(Cl)cc1)N1NC(c2ccc(Cl)cc2)C=C1c1ccccc1 (stereo not drawn)	109	90	nt	nt	105	95	102	100
OC(CCCC(O)c1ccccc1)c1ccccc1 (stereo not drawn)	117	101	82	101	93	100	105	100
COc1ccccc1C#Cc1cccc(C#CCCCCN2CCCCC2=O)c1	111	42	83	557	64	96	nt	134
Cc1cn2[nH]c(NN)nc2n1	107	103	118	100	97	99	101	103
O=NN(CCCl)C(=O)NCCCl	117&105	91&99&98	91&87	98&105&105	75&89&93	94&94&97	102&94&101	89&103&94
NC(=S)N=Nc1ccc(O)c2c(O)ccc(O)c12	112	95	110	98	88	85	88	92
O=C(O)c1cn(C2CC2)c2cc(N3CCN(CCN4C(=O)c5ccccc5C4=O)CC3)c(F)cc2c1=O	106	104	97	nt	107	104	99	112
Cc1ccc(F)cc1/C=C1\Cc2c(Br)cccc2C1=O	99	90	51	78	84	97	90	119
O=C(CN1CCOCC1)Nc1ccc2ncnc(Nc3ccc(OCc4cccc(F)c4)c(Cl)c3)c2c1	77	50	60	25	85	61	68	88
C=C1C(=O)O[C@H]2[C@H]1CC/C(COC(=O)NCCc1c[nH]c3ccc(Cl)cc13)=C\CC[C@@]1(C)O[C@@H]21	-72*	57	-71*	-86*	-52*	-15*	-55*	-12*
O=C(c1ccccc1)c1c(/C=C/c2ccccc2)nc2ccccc2c1/C=C/c1ccccc1	106	97	95	94	86	101	102	95
O=C(N/N=C/c1ccc(Cl)cc1)c1[nH]c2ccc(Cl)cc2c1-c1ccccc1	93	43	-7.3*	41	31	-37*	20	60
CC(=O)CC(c1ccc([N+](=O)[O-])cc1)c1c(O)c2ccccc2oc1=O (stereo not drawn)	113	96	nt	108	100	92	102	120
c1cc(C2CCOCC2)ccn1	107	nt	107	nt	102	104	115	nt
COc1ccc2c(c1)c(-c1nc(-c3ccc4ccccc4c3)cs1)cn2S(=O)(=O)c1ccccc1	107	94	88	97	97	99	97	109
Cc1cccc(Nc2sc(C(=O)c3cc4cc(Cl)ccc4o3)c(N)c2C#N)c1	152	94	98	92	105	102	106	100
CCN(CC)CCCC(Nc1c2ccc(Cl)cc2nc2ccc(OC)cc12)c1ccc(F)cc1 (stereo not drawn)	-84*	18	nt	40	109	-96*	-79*	-55*
CC(=O)n1nc(C(=O)OCCC(C)C)c2ccccc21	109	109	72	106	104	90	101	107
CCCCCCCCCCC(C)Br (stereo not drawn)	112	97	nt	nt	104	102	112	101
O=c1[nH]c2ccc(Oc3ncccn3)cc2c(=O)n1Cc1cccc(NS(=O)(=O)c2ccc(Cl)cc2)c1	92	93	80	93	75	92	90	89
COc1cc(/C=C/C(=O)c2cccc(NC(=O)CSc3nc4ccccc4c(=O)n3-c3ccccc3)c2)cc(OC)c1OC	108	108	nt	107	91	100	103	104
Oc1c(Cl)cc(Cl)c2ccc(Cn3cc(-c4cc(C(F)(F)F)cc(C(F)(F)F)c4)nn3)nc12	46	95	25	81	65	93	48	50
O=C(NC1CCCCCCC1O)c1ccccc1 (stereo not drawn)	111	103	112	106	96	102	97	104
CSc1ccc(N=C=C(c2ccccc2)c2ccccc2)cc1	99	78	85	97	83	100	80	93
Nc1cccc2c1CCC2	112	96	91	90	84	92	98	103
CCCNC(=O)Oc1ccc(/C(=C(/C)Cc2ccc(OC)cc2)c2ccc(OCCCN(C)C)cc2)cc1	94	78	52	86	102	87	72	99
O=[N+]([O-])CC(O)c1ccccc1 (stereo not drawn)	108	nt	nt	113	99	103	98	89
COc1ccc(N=Nc2c(N)nn3c(-c4ccc5c(c4)C=S=C5)ccnc23)cc1	63	43	4.8*	34	38	17	59	85
C=C(C)[C@@H]1CC[C@]2(C(=O)OC(=O)[C@]34CC[C@@H](C(=C)C)[C@@H]3[C@H]3CC[C@@H]5[C@@]6(C)CCC(=O)NC(C)(C)[C@@H]6CC[C@@]5(C)[C@]3(C)CC4)CC[C@]3(C)[C@H](CC[C@@H]4[C@@]5(C)CCC(=O)NC(C)(C)[C@@H]5CC[C@]43C)[C@@H]12	111	76	73	107	72	85	101	88
Cc1c(C(N)=O)sc2ncn(C)c(=O)c12	106	112	79	93	92	102	100	105
S=c1[nH]cccc1-c1nnc2n1Nc1nc3ccc(Cl)cc3cc1CS2	104	107	107	93	87	98	99	102
COc1ccc(-c2cc(O)c(C(=O)Nc3ccccc3)s2)cc1	99	95	78	91	77	89	97	97
CN(Cc1ccc(Cl)cc1Cl)CC(O)C(O)C(O)C(O)CO (stereo not drawn)	104	104	86	108	103	94	100	100
Fc1cc2[nH]ncc2c2c3c(c(-c4cn[nH]c4C(F)(F)F)nc12)CCCC3	0.4*	2.2*	-71*	8.3*	-4.4*	-66*	-2.2*	2.5*
CC(=O)Nc1ccc(/C=N/NC(N)=S)c(C)c1	110	103	nt	105	107	105	99	93
Cn1cc(-c2nn3cc(-c4nccs4)nc3s2)c2cc(F)ccc21	102	102	92	96	94	100	105	102
COc1ccc2nc3ccccc3c(NCc3ccccc3)c2c1	50	18	-13*	27	46	19	26	27
Cc1nc2ccc(Nc3nc(NCCN)nc(Nc4ccc(F)cc4)n3)cc2n1Cc1ccccc1	80	87	43	nt	91	75	84	84
C#CC(F)(F)[C@]1(O)CC[C@H]2[C@@H]3CCC4=CC(=O)CCC4=C3[C@@H](c3ccc(C4CC4)cc3)C[C@@]21C	90	12	-60*	-67*	27	nt	62	78
O=C(Nc1ccc(N=C=S)cc1Cl)c1cc(Cl)cc(Cl)c1O	113	101	49	99	83	104	103	110
CCCCCCCC(=O)Nc1nc2[nH]c(CN3CCN(Cc4cccc(I)c4)CC3)c(CN3CCN(Cc4cccc(I)c4)CC3)c2c(=O)[nH]1	-78*	-82*	-67*	-45*	-98*	2.6*	-57*	-33*
O=S(=O)(NCCNc1nccc(-c2c(-c3cccc(F)c3)nc3occn23)n1)c1ccc(Cl)cc1	85	39	66	88	62	62	65	90

Ordered by number of heavy atoms (lowest first): some entries from above
SMILES	SK-MEL-28	A549/ATCC	HOP-92	EKVX	UACC-62	SK-MEL-5	M14	UACC-257
O=C(Nc1ccc(N=C=S)cc1Cl)c1cc(Cl)cc(Cl)c1O	113	101	49	99	83	104	103	110
COc1ccc2nc3ccccc3c(NCc3ccccc3)c2c1	50	18	-13*	27	46	19	26	27
C#CC(F)(F)[C@]1(O)CC[C@H]2[C@@H]3CCC4=CC(=O)CCC4=C3[C@@H](c3ccc(C4CC4)cc3)C[C@@]21C	90	12	-60*	-67*	27	nt	62	78

Additional structures:
SMILES	SK-MEL-28	A549/ATCC	HOP-92	EKVX	UACC-62	SK-MEL-5	M14	UACC-257
COc1cc(C(=O)/C=C/c2c(-c3ccc(F)cc3)nc3sc(C)cn23)cc(OC)c1OC	12	45	23	17	23	-89*	32	21
O=C(c1ccccc1)c1ccc(N2C(=O)C3C4c5ccccc5C(/C=C/C(=O)c5ccccn5)(c5ccccc54)C3C2=O)cc1 (stereo not drawn)	13	44	56	28	21	50	21	44
[2H]C1NCCCC1([2H])c1ccc(-n2cc3cccc(C(N)=O)c3n2)cc1 (stereo not drawn)	100	66	88	88	78	94	82	101
N#C/C(=N\Nc1ccccc1)C(=O)Nc1cc(-c2ccccc2)nn1-c1ccccc1	45	30	-19*	28	14	-27*	34	12
COC(=O)[C@H](C)NC(=O)c1cccc(-c2cc(=O)c3c(OC)c(OC)c(OC)cc3o2)c1	107	98	nt	100	90	98	107	96
C#Cc1ccc(S(=O)(=O)Nc2cccc(-c3csc(NC(C)=O)n3)c2)cc1	89	63	42	58	49	43	92	80
O=C(CCCCCCNC(=O)C(O)(O)C(F)(F)F)Nc1nc2ccccc2s1	-4.8*	4.8*	-5.2*	28	-63*	-73*	15	8.9*
COc1ccc(C2C=C(c3ccc(Cl)cc3)N=C3SC=C(C)N32)c(Br)c1 (stereo not drawn)	38	37	96	nt	58	49	28	39
CC(C)(C)n1cc(-c2ccnc(NCCNS(=O)(=O)c3ccc(Cl)cc3)c2)c(-c2ccccc2)n1	96	66	nt	67	83	60	82	87
CC(C)(C)c1ccc(OCC(=O)O)cc1	110	108	98	104	104	108	98	88

Retrieved by compound from above:
SMILES	SK-MEL-28	A549/ATCC	HOP-92	EKVX	UACC-62	SK-MEL-5	M14	UACC-257
COC(=O)[C@H](C)NC(=O)c1cccc(-c2cc(=O)c3c(OC)c(OC)c(OC)cc3o2)c1	107	98	nt	100	90	98	107	96
CC(C)(C)n1cc(-c2ccnc(NCCNS(=O)(=O)c3ccc(Cl)cc3)c2)c(-c2ccccc2)n1	96	66	nt	67	83	60	82	87
COc1cc(C(=O)/C=C/c2c(-c3ccc(F)cc3)nc3sc(C)cn23)cc(OC)c1OC	12	45	23	17	23	-89*	32	21
[2H]C1NCCCC1([2H])c1ccc(-n2cc3cccc(C(N)=O)c3n2)cc1 (stereo not drawn)	100	66	88	88	78	94	82	101
O=C(CCCCCCNC(=O)C(O)(O)C(F)(F)F)Nc1nc2ccccc2s1	-4.8*	4.8*	-5.2*	28	-63*	-73*	15	8.9*
CC(C)(C)c1ccc(OCC(=O)O)cc1	110	108	98	104	104	108	98	88

New compounds follow:
SMILES	SK-MEL-28	A549/ATCC	HOP-92	EKVX	UACC-62	SK-MEL-5	M14	UACC-257
CCCn1nc(C(=O)N2CCCCC2)c2c1CCC(N1CCc3ccccc3C1)C2 (stereo not drawn)	112	110	99	98	108	100	99	101
CSc1nc(-c2ccco2)c2c(N)nn(S(=O)(=O)c3ccc(C)cc3)c2n1	107	93	97	102	72	77	113	99
C/C(=N/NC(=O)c1cc2ccccc2oc1=N)c1ccc(C)cc1	106	101	112	93	99	103	92	118
O=C(N=Nc1c(O)[nH]c2ccc(Cl)cc12)c1cc(-c2ccc(Cl)cc2)nc2ccccc12	99	94	103	65	97	96	82	114
CCN1CCN(c2nc(C)cc(N(CCCNc3ccnc4cc(Cl)ccc34)Cc3ccco3)n2)CC1	-64*	50	65	63	nt	-38*	-76*	-2.4*
C[N+](C)(C)CCOC(N)=O	116&119	96&93	115&104	116&108	110&102	110	103&110	96&89
CN1C(=O)OC(C)(C)C1=O	92&111	101&107	95&102	110&108	114&101	107&104	111&104	78&103
CC1(C)CC(=O)C2=C(C1)OC(C(=O)c1ccc(N=[N+]=[N-])cc1)C2c1ccco1 (stereo not drawn)	115	105	109	104	106	nt	105	107
COc1cc(/C=C2/Oc3cc4occc4c(OC)c3C2=O)ccc1OCC(=O)Nc1ccc(S(=O)(=O)N=C(N)N)cc1	126	95	91	95	98	96	104	94
c1ccc2c(-c3nn4cc(-c5nccs5)nc4s3)c[nH]c2c1	103	97	118	81	89	99	95	98
O=C(C(Br)Br)C(Br)C(Br)c1ccccc1 (stereo not drawn)	106	99	nt	117	95	99	82	58
CSc1nc(NCc2ccccc2)c(C#N)c(-c2cccc(N)c2)n1	111	91	66	83	80	94	110	103
CN1c2ccccc2C(=O)N(NC(=O)Nc2ccccc2)C1c1ccccc1 (stereo not drawn)	118	110	105	102	98	101	94	104
CCc1nnc(N)s1	103	98	103	106	108	nt	109	102
NC(=O)c1ccc[n+](Cc2c[nH]c(=O)[nH]c2=O)c1	112	107	88	128	98	103	95	100
NC1=NC(c2ccc(OCc3ccccc3)cc2)n2c(nc3ccccc32)N1 (stereo not drawn)	99	92	114	109	83	95	97	95
CC1(C)C(=O)CC[C@]2(C)[C@H]3C(=O)C=C4[C@H]5C[C@](C)(C(=O)N6CCCNCC6)CC[C@]5(C)CC[C@@]4(C)[C@]3(C)CC[C@@H]12	96	89	61	99	59	98	92	92
CCCN1C2CCC1/C(=C\c1ccc(OC)cc1)C1=C2[C@@H](c2ccc(OC)cc2)C(C#N)=C(N)O1 (stereo partly drawn)	86	91	74	85	74	88	90	89
CC(C(=O)NCCc1c[nH]c2ccccc12)N1C(=O)/C(=C/c2ccco2)SC1=S (stereo not drawn)	109	100	102	97	84	99	113	108
N=C(N)c1ccc(-c2ccc(-c3ccc(-c4ccc(Cl)cc4)s3)s2)cc1	96	90	53	103	99	94	96	103
CC(Cc1nnc(SCC(=O)Nc2ccc(I)cc2)n1N)c1ccccc1 (stereo not drawn)	133	100	77	82	67	94	95	nt
Nc1cc2c(cc1[N+](=O)[O-])-c1ccccc1/C2=N\O	108	65	nt	67	79	101	76	116
O=C1CNc2cc(Cl)ccc2N1	107	113	102	89	101	100	114	113
Cc1ccc(S(=O)(=O)c2nc(-c3ccc(F)cc3)oc2S(C)(=O)=O)cc1	80	96	63	92	84	98	64	90
C/C(=C(/c1ccccc1)c1ccc(OCCN)cc1)c1cccc(O)c1	104	103	94	101	91	104	99	102
CSc1nc(Cl)c(Cl)cc1Cl	102	93	104	nt	104	107	104	102
CC(=O)OCc1ccccn1	102	97	81	98	98	98	100	92
COc1ccc(C(=O)c2cc(C)c(OC)c(C)c2)c(OC)c1N(C(=O)CCl)C(=O)CCl	54	13	7.4*	52	25	-9.4*	-21*	46
